Gal4-VP16 FLuc – Gal4-VP16 reporter inhibition counter-screen; Drosophila S2 Gal4-VP16 UAS-luciferase, luminescence, 20 h; Potency, µM (highest dose often 53.6 µM), for the others: at the top dose activity, negative = inhibition, actives largely listed as inhibitors; hit rate 3.5% among 310,000; AID 2546;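 note: Gal4-VP16 expression switched on by copper sulfate through the metallothionein promoter; potency is the fitted concentration of half-maximal effect; % is set by controls: 0 for no effect and ±100 for the full control effect; nearly all actives have a fitted effect of over 50% in size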
Tb PFK inh – T. brucei PFK enzyme inhibition | hit rate 0.17% among 330,000 | Potency, µM (series often up to 57.5 µM), for inactives: at the highest dose activity, negative = inhibition, actives largely listed as inhibitors | AID 485367 | T. brucei PFK, ADP-Glo luminescence;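 note: potency is the fitted concentration of half-maximal effect; 0% = uninhibited 1x PFK enzyme wells and -100% = no-enzyme wells; nearly all actives have a fitted effect of over 60% in size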
Target sequence (O15648 whole entry, looked up): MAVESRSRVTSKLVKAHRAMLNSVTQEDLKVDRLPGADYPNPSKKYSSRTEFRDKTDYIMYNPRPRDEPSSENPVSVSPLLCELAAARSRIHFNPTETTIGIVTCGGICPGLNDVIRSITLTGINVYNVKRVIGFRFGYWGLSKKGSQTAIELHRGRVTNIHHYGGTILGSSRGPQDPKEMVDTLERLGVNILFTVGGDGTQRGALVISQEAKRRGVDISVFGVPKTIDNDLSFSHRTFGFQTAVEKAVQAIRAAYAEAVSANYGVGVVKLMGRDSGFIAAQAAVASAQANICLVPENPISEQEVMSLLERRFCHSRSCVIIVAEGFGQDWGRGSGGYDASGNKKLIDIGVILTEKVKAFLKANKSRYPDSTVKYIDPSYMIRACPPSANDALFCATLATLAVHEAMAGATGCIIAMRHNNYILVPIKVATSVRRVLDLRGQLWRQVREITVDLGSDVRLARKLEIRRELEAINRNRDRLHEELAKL
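Luminescent ADP detection (ADP-Glo, two-step: ATP depletion then ADP-to-ATP conversion for luciferase) reported PFK activity after 45 min room-temperature reaction of 1.25 nM enzyme with 0.5 mM F6P and 0.1 mM ATP at pH 8.0.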
RORgamma inh – blocks mouse ROR gamma transcriptional activity; P51450; Drosophila S2 Gal4-RORgamma UAS-luciferase reporter, 20 h; Potency, µM (series often up to 53.6 µM), without a hit: top-dose activity change, negative = inhibition, usual class: inhibitors; hit rate 5.4% among 310,000; note: potency is the fitted concentration of half-maximal effect; % is set by controls: 0 for no effect and ±100 for the full control effect; nearly all actives have a fitted effect of over 60% in size
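Using a luciferase readout, inhibitors were identified by reduced reporter activity in Drosophila cells coexpressing a copper-inducible Gal4–ROR gamma fusion and UAS-driven Photinus luciferase, incubated 20 hr after 700 uM copper sulfate.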
p53 reactivation – restores transcriptional activity of mutant p53; Potency, µM (doses to about 92.2 µM), for inactives: at the highest dose activity change, positive = activation, usual class: activators; hit rate 0.063% among 320,000; H1299 p53-A138V BP100-luciferase reporter, luminescence, 24 h; note: potency is the fitted concentration of half-maximal effect; % of control where 0% means no effect; nearly all actives have a fitted effect of over 45% in size
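p53-null H1299 cells stably carrying temperature-sensitive p53-A138V and a BP100-luciferase reporter were pinned with compounds (4-point, 1:5 series) and held 24 hrs at 37 deg C. Luminescence was read 10 min after detection reagent.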
Rab9 prom act – activates the Rab9 promoter; hit rate 2.8% among 320,000; Huh7 Rab9 promoter-luciferase reporter, luminescence, 24 h; Potency, µM (titrated, usually from 9.22 µM), inactives show top-dose activation, negative = inhibition, usual class: activators; note: potency is the fitted concentration of half-maximal effect; % of control where 0% means no effect; nearly all actives have a fitted effect of over 60% in size
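Luminescence from Amplite-detected luciferase (10 minutes, ambient) reports Rab9 promoter activation. Before that, stable Rab9-luciferase Huh7 cells (1500/well, reduced-serum OP-MEM I plus 10% FBS) were exposed to compound for 24 hours at 37C.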
TRPV1 ag – activates the human vanilloid receptor TRPV1; Q8NER1; TRPV1-expressing cells, Fluo-8 calcium influx, agonist mode; activation, % at 8.33 µM; hit rate 0.19% among 320,000; AID 540275; in the data active = activation above about 80%; inconclusive = between about 30% and that limit; note: 0% is about no effect
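Fluo-8 calcium influx in TRPV1-expressing cells, kinetic read (ex 480/em 520 nm). Compound added and read 3 min for agonist activity, followed by capsaicin at EC20 final and 2 min further read for enhancement.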
NPC1 promoter act – activates the NPC1 promoter; Huh7 NPC1 promoter luciferase reporter, 24 h; Potency, µM (titrated, usually from 9.22 µM), inactives show at the top dose activation, usual class: activators; hit rate 2.4% among 320,000; AID 485313;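 note: potency is the fitted concentration of half-maximal effect; % of control where 0% means no effect; nearly all actives have a fitted effect of over 60% in size; reporter is driven by a mutant NPC1 promoter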
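Stable NPC1-promoter luciferase Huh7 line; cpd (DMSO) 24 h, 37 °C, 5% CO2; Amplite luciferase reagent 10 min RT; luminescence readout. qHTS format.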
FLuc modulator – inhibits or activates purified firefly luciferase, miR-21 counter-screen; hit rate 6.9% among 360,000; Potency, µM (doses to about 57.5 µM), for the others: at the highest dose activity change, negative = inhibition, usual class: inhibitors; purified FLuc, Km substrates, luminescence inhibition; P08659;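 note: potency is the fitted concentration of half-maximal effect; plate controls were vehicle for no effect and reference inhibitor for full effect; nearly all actives have a fitted effect of over 55% in size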
Target sequence (P08659 whole entry, looked up): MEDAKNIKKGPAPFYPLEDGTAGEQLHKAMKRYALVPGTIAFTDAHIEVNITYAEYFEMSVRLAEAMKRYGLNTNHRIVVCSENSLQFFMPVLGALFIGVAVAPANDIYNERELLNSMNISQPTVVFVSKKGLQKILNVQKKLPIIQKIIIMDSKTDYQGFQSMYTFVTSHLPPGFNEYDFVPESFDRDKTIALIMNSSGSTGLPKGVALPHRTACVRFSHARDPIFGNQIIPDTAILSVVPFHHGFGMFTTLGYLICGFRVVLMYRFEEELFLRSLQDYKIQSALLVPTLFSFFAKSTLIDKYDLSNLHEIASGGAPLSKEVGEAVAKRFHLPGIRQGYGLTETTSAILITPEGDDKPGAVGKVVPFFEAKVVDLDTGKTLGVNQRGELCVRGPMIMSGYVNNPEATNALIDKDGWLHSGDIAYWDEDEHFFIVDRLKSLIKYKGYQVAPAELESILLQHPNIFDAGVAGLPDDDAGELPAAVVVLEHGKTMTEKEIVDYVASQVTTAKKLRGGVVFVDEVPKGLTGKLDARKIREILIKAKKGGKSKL
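Purified P. pyralis luciferase, 10 nM final, with Km-level 10 uM D-luciferin and 10 uM ATP in 50 mM Tris acetate pH 7.5, 10 mM Mg acetate, 0.01% Tween-20, 0.05% BSA; 6-point qHTS titration about 60 µM downward; luminescence read.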
BRCA1 expr up – BRCA1 expression activation; MCF7-BRCA1-FFLuc reporter, luminescence, 48 h; response scale: scaled: vehicle 0%, 10 µM genistein 100%; Potency, µM (highest dose often 46.1 µM), for inactives: at the highest dose activation, hits mostly activators; hit rate 1.1% among 380,000; note: potency is the fitted concentration of half-maximal effect; nearly all actives have a fitted effect of over 80% in size; some results filed as inactive show a strong effect at the top dose
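Compounds are tested at multiple concentrations on MCF7 BRCA1-luciferase reporter cells seeded at 2000 per well; after 48 h, a single luminescence end-point is taken and curves fitted to the normalized data.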
ELG1 DNA repair – ELG1-dependent DNA repair inhibition. Potency, µM (titrated, usually from 46.1 µM), for the others: top-dose activity change, negative = inhibition, hits mostly inhibitors. hit rate 2.3% among 330,000. HEK293T ELG1-luciferase reporter, luminescence, 16 h; DNA damage induced by 5-fluorouridine; note: potency is the fitted concentration of half-maximal effect; % is set by controls: 0 for no effect and ±100 for the full control effect; nearly all actives have a fitted effect of over 55% in size
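DMSO vehicle served as the neutral condition. Each well held 2,000 cells given 5-fluorouridine plus compound; after 16 hr at 37 °C/5% CO2, ONE-Glo was added and luciferase measured 30 min later.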
ELG1 genotoxic – induces genotoxicity in HEK293T cells with luciferase-tagged ELG1; AID 504466; HEK293T ELG1-luciferase reporter, luminescence, 16 h; Potency, µM (top dose mostly 46 µM), for inactives: top-dose activity change, positive = activation, actives largely listed as activators; hit rate 1.3% among 330,000; note: potency is the fitted concentration of half-maximal effect; % of control where 0% means no effect; nearly all actives have a fitted effect of over 60% in size
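Quantitative HTS format in 1536-well plates. HEK293T ELG1-luciferase reporter cells receive test compound and are incubated 16 hr at 37 °C, 5% CO2; ONE-Glo added, 30 min room temperature, then luminescence read.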
An asterisk follows results filed as active; [ ] = remark or other dose. Unless noted, calls come from the whole dose curve; as a rule, active = well fitted curve in the direction sought with a large enough effect; inconclusive = small, poorly fitted or top-dose-only effect, or another doubt; inactive = no such curve, though single readings can be large; an effect the other way counts as inactive or inconclusive.

O=C(Nc1cccc(-c2ccc(F)cc2)c1)C1CCCN(Cc2cccnc2)C1 (centres undefined) was read as Gal4-VP16 FLuc 6%, Tb PFK inh -12%, RORgamma inh 11%, p53 reactivation -2%, Rab9 prom act -1%, TRPV1 ag 1, NPC1 promoter act -2%, FLuc modulator -9%, BRCA1 expr up -29%, ELG1 DNA repair 0% and ELG1 genotoxic -13%.
Screening CCOc1ccc(NC(=O)c2ccc(CSc3nnc(C)s3)cc2)cc1 returned Gal4-VP16 FLuc -2%, Tb PFK inh -3%, RORgamma inh -2%, p53 reactivation 4%, Rab9 prom act inconclusive, TRPV1 ag inconclusive, NPC1 promoter act 11%, FLuc modulator inconclusive, BRCA1 expr up 43%, ELG1 DNA repair inconclusive and ELG1 genotoxic 14%.
O=C(CSc1nnc(-c2cc3ccccc3cc2O)n1Cc1ccco1)N1CCc2ccccc2C1 was read as Gal4-VP16 FLuc 13%, Tb PFK inh 3%, RORgamma inh 23%, p53 reactivation -5%, Rab9 prom act 1%, TRPV1 ag 8, NPC1 promoter act -1%, FLuc modulator 0%, BRCA1 expr up -94%[inhibitor], ELG1 DNA repair inconclusive and ELG1 genotoxic -17%.
C=CCNC(=O)C1CC(=O)N(c2ccc(OCC(=O)Nc3ccc(C)cc3)cc2)C1 (centres undefined) was read as Gal4-VP16 FLuc 0%, Tb PFK inh -4%, RORgamma inh 18%, p53 reactivation -2%, Rab9 prom act -1%, TRPV1 ag -1, NPC1 promoter act 0%, FLuc modulator 0%, BRCA1 expr up -4%, ELG1 DNA repair 11% and ELG1 genotoxic 1%.
Screening COc1ccc(-c2cn3c(C)c(C(=O)N4CCN(c5ccc(F)cc5)CC4)sc3n2)cc1 returned Gal4-VP16 FLuc 3%, Tb PFK inh 3%, RORgamma inh -43%, p53 reactivation -11%, Rab9 prom act -8%, TRPV1 ag 5, NPC1 promoter act 1%, FLuc modulator inconclusive, BRCA1 expr up 24%, ELG1 DNA repair 0% and ELG1 genotoxic 13%.
COc1cccc(N2CCN(C(=O)c3ccccc3SCC(=O)NCc3ccco3)CC2)c1 was read as Tb PFK inh -1%, p53 reactivation 5%, Rab9 prom act -3%, TRPV1 ag 2, NPC1 promoter act -4%, FLuc modulator -17%, BRCA1 expr up 22%, ELG1 DNA repair inconclusive and ELG1 genotoxic -5%.
`C[C@H](CO)N1C[C@H](C)[C@@H](CN(C)C)Oc2c(NC(=O)CCCCCC(=O)Nc3ccccc3N)cccc2C1=O` gave Tb PFK inh 7%, p53 reactivation 14%, BRCA1 expr up 0%, ELG1 DNA repair -8% and ELG1 genotoxic 10%.
Screening C=CCN1CCc2c(cc(O)c(O)c2Cl)C(c2ccccc2)C1 (centres undefined) returned Gal4-VP16 FLuc -5%, Tb PFK inh -6%, RORgamma inh -12%, p53 reactivation -5%, Rab9 prom act -22%[46.1 µM], TRPV1 ag -1, NPC1 promoter act -12%[46.1 µM], FLuc modulator -1%, BRCA1 expr up -36%, ELG1 DNA repair inconclusive and ELG1 genotoxic 0%.
Screening Cc1cccc(OCC(=O)NC(C)C(=O)N/N=C/c2c(OCc3ccccc3)ccc3ccccc23)c1 (centres undefined) returned Gal4-VP16 FLuc -1%, Tb PFK inh -3%, RORgamma inh -13%, p53 reactivation 19%, Rab9 prom act inconclusive, TRPV1 ag 2, NPC1 promoter act 25%, FLuc modulator -3%, BRCA1 expr up -47%, ELG1 DNA repair -13% and ELG1 genotoxic 12%.
`Cc1nn(C(C)C)c(C)c1CN1CCN(Cc2ccsc2)C(CCO)C1` (centres undefined) gave Gal4-VP16 FLuc -12%, Tb PFK inh -1%, RORgamma inh -4%, p53 reactivation 11%, Rab9 prom act 6%, TRPV1 ag 1, NPC1 promoter act 0%, FLuc modulator 5%, BRCA1 expr up -17%, ELG1 DNA repair 10% and ELG1 genotoxic 2%.
For CCC(C)(C)NC(=O)C(c1ccc(OC)cc1)N(C(=O)CCC(=O)Nc1cc(C)on1)C1CC1 (centres undefined) the results were Gal4-VP16 FLuc -10%, Tb PFK inh -10%, RORgamma inh 1%, p53 reactivation -3%, Rab9 prom act 13%, TRPV1 ag 0, NPC1 promoter act -4%, FLuc modulator 2%, BRCA1 expr up -23%, ELG1 DNA repair 2% and ELG1 genotoxic 1%.
Screening CC(C)CCNC(=O)C(=O)Nc1ccccc1 returned Gal4-VP16 FLuc -16%, Tb PFK inh -4%, RORgamma inh -30%, p53 reactivation 25%, Rab9 prom act 1.6µM*, TRPV1 ag inconclusive, NPC1 promoter act 3.5µM*, FLuc modulator inconclusive, BRCA1 expr up 8.9µM*, ELG1 DNA repair inconclusive and ELG1 genotoxic inconclusive.
`Cc1sc(NC(=O)c2ccc(Br)s2)c(C(N)=O)c1C` gave Gal4-VP16 FLuc -7%, Tb PFK inh -4%, RORgamma inh -1%, p53 reactivation inconclusive, Rab9 prom act inconclusive, TRPV1 ag inconclusive, NPC1 promoter act inconclusive, FLuc modulator 1.7µM*, BRCA1 expr up 31%, ELG1 DNA repair inconclusive and ELG1 genotoxic inconclusive.
COc1ccc(C(CCN2CCCCC2)c2c(OC)cc(OC)c3c(-c4ccccc4)cc(=O)oc23)cc1 (centres undefined) was read as Gal4-VP16 FLuc inconclusive, Tb PFK inh 4%, RORgamma inh inconclusive, p53 reactivation 4%, Rab9 prom act -9%, TRPV1 ag 3, NPC1 promoter act -4%, FLuc modulator -2%, BRCA1 expr up 0%, ELG1 DNA repair -5% and ELG1 genotoxic inconclusive.
Screening CC(=O)N1CCc2cc(S(=O)(=O)N3CCCCCC3)ccc21 returned Gal4-VP16 FLuc -3%, Tb PFK inh -1%, RORgamma inh 7%, p53 reactivation -1%, Rab9 prom act 0%, TRPV1 ag 1, NPC1 promoter act -1%, FLuc modulator -1%, BRCA1 expr up -8%, ELG1 DNA repair -4% and ELG1 genotoxic 5%.
Cc1cc(C)c(CN2CCN(C(=O)Cn3cnc4c(OCc5ccccc5)ncnc43)CC2)c(C)c1 was read as Tb PFK inh 4%, p53 reactivation 1%, BRCA1 expr up -33%, ELG1 DNA repair inconclusive and ELG1 genotoxic 1%.
Screening O=C1CC(c2ccc(F)cc2)Sc2nc(-c3ccccc3)c(-c3ccccc3)n21 (centres undefined) returned Gal4-VP16 FLuc -4%, Tb PFK inh 7%, RORgamma inh -35%, p53 reactivation 4%, Rab9 prom act -4%, TRPV1 ag -1, NPC1 promoter act -2%, FLuc modulator 0%, BRCA1 expr up -11%, ELG1 DNA repair 5% and ELG1 genotoxic 0%.
For O=C(Nc1ccc(Oc2ccc(C(F)(F)F)cn2)c(Cl)c1)C1CC1 the results were Gal4-VP16 FLuc inconclusive, Tb PFK inh -2%, RORgamma inh 3%, p53 reactivation -1%, Rab9 prom act 0%, TRPV1 ag 14, NPC1 promoter act -1%, FLuc modulator -8%, BRCA1 expr up -43%, ELG1 DNA repair inconclusive and ELG1 genotoxic -2%.
`COc1ccc(N2C(=O)NC(NC(=O)c3ccncc3)(C(F)(F)F)C2=O)cc1` (centres undefined) gave Gal4-VP16 FLuc -9%, Tb PFK inh 2%, RORgamma inh -3%, p53 reactivation 0%, Rab9 prom act 1%, TRPV1 ag -3, NPC1 promoter act 0%, FLuc modulator 0%, BRCA1 expr up -14%, ELG1 DNA repair 1% and ELG1 genotoxic 1%.
Screening CN(CC(=O)NCc1ccccc1)Cc1ccc(Cl)cc1 returned Gal4-VP16 FLuc 2%, Tb PFK inh -8%, RORgamma inh 15%, p53 reactivation -3%, Rab9 prom act -2%, TRPV1 ag inconclusive, NPC1 promoter act 1%, FLuc modulator 0%, BRCA1 expr up 6%, ELG1 DNA repair -3% and ELG1 genotoxic -1%.
Screening COc1ccc(C)cc1S(=O)(=O)N(C)CC(=O)N1CCN(c2ccccc2)CC1 returned Gal4-VP16 FLuc -15%, Tb PFK inh 1%, RORgamma inh 10%, p53 reactivation 5%, Rab9 prom act -9%, TRPV1 ag 2, NPC1 promoter act -6%, FLuc modulator -1%, BRCA1 expr up -19%, ELG1 DNA repair -9% and ELG1 genotoxic -4%.
`CSc1nnc(NC(=O)CCc2ccccc2)s1` gave Gal4-VP16 FLuc 7%, Tb PFK inh 4%, RORgamma inh inconclusive, p53 reactivation 28%, Rab9 prom act inconclusive, TRPV1 ag -13, NPC1 promoter act 6%, FLuc modulator -8%, BRCA1 expr up 4%, ELG1 DNA repair 14% and ELG1 genotoxic 7%.
Screening CN1CCN(C(=O)CCN2C(=O)/C(=C/c3ccc(F)cc3)SC2=S)CC1 returned Gal4-VP16 FLuc -2%, Tb PFK inh -12%, RORgamma inh -28%, p53 reactivation inconclusive, Rab9 prom act -11%, TRPV1 ag 14, NPC1 promoter act -14%, FLuc modulator -9%, BRCA1 expr up -39%, ELG1 DNA repair 7% and ELG1 genotoxic -1%.

Screening data as filed in PubChem.
